Mtb BioA inh – BioA (M. tuberculosis) enzyme inhibition; 0.096% of 360,000 active; purified M. tuberculosis BioA enzyme, plate reader; inhibition, % at 9.99 µM; AID 602481; in the data active = inhibition above about 40%
Active calls of the source: *; & = joins results of further samples. Only part of the results is shown, so the mix of outcomes need not match the whole.

molecule | Mtb BioA inh
C[C@@H]1CN([C@H](C)CO)C(=O)c2cc(NC(=O)Cc3ccccc3)ccc2O[C@@H](C)CCCCO[C@@H]1CN(C)C(=O)CCC(F)(F)F | 0.3
CO[C@H]1CN(C)C(=O)c2ccc(NC(=O)C3CCC3)cc2OC[C@H](C)N(Cc2ccccn2)C[C@H]1C | 0.9
CN(C)C(=O)C[C@@H]1CC[C@H]2[C@@H](COC[C@@H](O)CN2C(=O)C2CCOCC2)O1 | 0.5
CN(C)C(=O)c1cccc(-c2ccc([C@H]3[C@@H](CO)N4CCCCN(Cc5cccnc5)C[C@H]34)cc2)c1 | 6.5
C[C@H](NC(=O)C[C@H]1CC[C@@H]2[C@H](COc3ccc(NS(=O)(=O)c4ccc(Cl)cc4)cc3C(=O)N2C)O1)c1ccccc1 | 0.1
O=S(=O)(c1ccccc1)N1C[C@@H]2[C@H](c3ccccc31)[C@@H](CO)N2Cc1ccc2c(c1)OCO2 | 2.0
CNC(=O)C[C@@H]1CC[C@@H]2[C@H](COc3ccc(NC(=O)NC4CCCC4)cc3C(=O)N2C)O1 | -0.5
COC(=O)[C@@H]1[C@@H](CO)[C@@H]2Cn3c(ccc(-c4cncnc4)c3=O)[C@@H]2N1C(=O)C1CCC1 | -1.7
C[C@@H]1CCCCO[C@@H](CN(C)S(=O)(=O)c2ccc(F)cc2)[C@@H](C)CN([C@@H](C)CO)C(=O)c2cc(NC(=O)c3ccccc3)ccc2O1 | 1.2
CCCN(C)C[C@@H]1Oc2cc(-c3cccc(C#N)c3)ccc2S(=O)(=O)N([C@@H](C)CO)C[C@@H]1C | 0.3
O=C(NCC1CC1)[C@H]1[C@H](CO)[C@H]2Cn3c(cccc3=O)[C@@H]1N2C(=O)c1ccccc1 | -1.2
CO[C@@H]1CN(C)C(=O)c2cc(NC(=O)c3ccccc3)ccc2OC[C@H](C)N(CC2CC2)C[C@H]1C | -2.9
O=C(N[C@@H]1CC[C@@H](CCn2cc(-c3ccccc3)nn2)O[C@@H]1CO)c1cnccn1 | 0.9
CO[C@H]1CC[C@H]2CCOc3c(C#N)cccc3C(=O)N(C)C[C@H](c3ccccc3)CC(=O)N(C)C[C@@H]1O2 | -1.2
CS(=O)(=O)N1C[C@H](O)COC[C@@H]2O[C@@H](CC(=O)NCCc3ccncc3)CC[C@H]21 | -0.2
CC(C)C#Cc1cnc2c(c1)C(=O)N([C@@H](C)CO)C[C@H](C)[C@@H](CN(C)C(=O)C1CCC1)O2 | -1.8
COc1ccc(NC(=O)Nc2ccc3c(c2)C(=O)N([C@H](C)CO)C[C@@H](C)[C@H](CN(C)C(=O)C2CCCCC2)OCCCC[C@@H](C)O3)cc1 | 1.1
CCOC(=O)N(C)C[C@H]1OCc2ccccc2-c2ccccc2C(=O)N([C@H](C)CO)C[C@@H]1C | 4.9
COc1ccc(S(=O)(=O)N(C)C[C@@H]2Oc3ccc(NC(=O)Nc4ccccc4)cc3CC(=O)N([C@H](C)CO)C[C@@H]2C)cc1 | 2.7
C[C@@H]1CN([C@H](C)CO)C(=O)c2cccc(NS(=O)(=O)c3ccc(Cl)cc3)c2O[C@@H]1CN(C)Cc1ccc(C(F)(F)F)cc1 | 9.6
C[C@@H]1CN([C@H](C)CO)C(=O)c2cc(-c3ccc(F)cc3)cnc2O[C@H]1CN(C)C(=O)c1ccccn1 | 2.3
C[C@@H]1CCCCO[C@H](CN(C)C(=O)Nc2ccc(F)cc2)[C@H](C)CN([C@@H](C)CO)C(=O)c2cc(NC(=O)CCCN(C)C)ccc2O1 | 1.9
C[C@@H]1CN([C@H](C)CO)C(=O)Cc2cc(NC(=O)CCN3CCOCC3)ccc2O[C@@H]1CN(C)S(C)(=O)=O | -3.2
CC(C)NC(=O)Nc1ccc2c(c1)C(=O)N([C@H](C)CO)C[C@@H](C)[C@@H](CN(C)C(=O)c1ccncc1)OCCCC[C@H](C)O2 | -0.2
O=C(C[C@H]1CC[C@@H]2[C@H](COC[C@@H](O)CN2C(=O)Nc2cccc(Cl)c2)O1)NCc1ccccc1F | 3.2
COc1cccc(S(=O)(=O)Nc2ccc3c(c2)C(=O)N(C)[C@H]2CC[C@@H](CC(=O)NCC4CCCCC4)O[C@H]2CO3)c1 | 0.9
CO[C@@H]1CN(C)C(=O)c2cc(NS(C)(=O)=O)ccc2OC[C@H](C)N(S(C)(=O)=O)C[C@H]1C | -1.3
C/C=C/c1ccc2c(c1)O[C@@H](CN(C)C(=O)COC)[C@@H](C)CN([C@@H](C)CO)S2(=O)=O | 12
O=C(C[C@H]1C[C@H]2c3cc(NC(=O)NC4CCCC4)ccc3O[C@H]2[C@@H](CO)O1)NC1CCCC1 | -1.5
CO[C@@H]1CN(C)C(=O)c2cc(NC(=O)Nc3ccccc3F)ccc2OC[C@@H](C)N(C(=O)c2cnccn2)C[C@H]1C | 0.6
N#C[C@H]1[C@H](c2ccc(C#Cc3ccccc3F)cc2)[C@@H](CO)N1C(=O)C1CCC1 | 1.0
C[C@H](CO)N1C[C@H](C)[C@@H](CN(C)CC2CCOCC2)Oc2ncc(C#Cc3ccccn3)cc2C1=O | 1.0
O=C(C1CCCC1)N1[C@H](CO)[C@H]2c3ccccc3N(S(=O)(=O)c3ccc(F)cc3)C[C@H]21 | 7.5
C/C=C/c1ccc2c(c1)O[C@H](CN(C)C(=O)Cc1ccccn1)[C@H](C)CN([C@@H](C)CO)S2(=O)=O | -1.2
C[C@H](CO)N1C[C@H](C)[C@@H](CN(C)S(=O)(=O)c2cn(C)cn2)Oc2c(NC(=O)C3CCOCC3)cccc2C1=O | -0.7
CN(C)c1ccc2c(c1)[C@@H]1C[C@@H](CC(=O)NC3CCCCC3)O[C@@H](CO)[C@@H]1O2 | 0.7
C[C@@H]1CN([C@H](C)CO)C(=O)Cc2cc(NC(=O)C3CCCCC3)ccc2O[C@@H]1CN(C)CC1CCCCC1 | -1.2
CCCNC(=O)Nc1ccc2c(c1)C(=O)N(C)[C@H]1CC[C@@H](CC(=O)NCC3CCCCC3)O[C@H]1CO2 | 1.9
C/C=C/c1cnc2c(c1)C(=O)N([C@@H](C)CO)C[C@H](C)[C@@H](CN(C)C(=O)c1cnccn1)O2 | 0.6
COC(=O)[C@@]1(CCS(=O)(=O)c2ccccc2)N=C(c2ccc(OCCCO)cc2)O[C@H]1c1ccccc1 | 0.8
Cc1ccc(S(=O)(=O)Nc2ccc3c(c2)C(=O)N([C@H](C)CO)C[C@@H](C)[C@H](CN(C)Cc2ccc(Cl)c(Cl)c2)O3)cc1 | 0.6
COC(=O)C[C@H]1CC[C@H]2[C@H](COc3ccc(NS(=O)(=O)c4cccc(F)c4)cc3C(=O)N2C)O1 | -0.4
O=C(C[C@@H]1CC[C@H]2[C@@H](COC[C@@H](O)CN2C(=O)Nc2ccc(Cl)cc2)O1)NCC1CC1 | -0.3
C[C@H]1CN([C@@H](C)CO)C(=O)c2cc(C#CCc3ccccc3)cnc2O[C@H]1CN(C)C(=O)C1CCC1 | -4.1
Cc1ccc(S(=O)(=O)N(C)C[C@@H]2OCCCC[C@@H](C)Oc3ccc(NS(=O)(=O)c4cccs4)cc3C(=O)N([C@@H](C)CO)C[C@H]2C)cc1 | -1.3
CC(=O)N(C)C[C@H]1[C@H](c2ccccc2)[C@@H](CO)N1C(=O)C1CCC1 | -0.8
Cc1noc(C)c1NC(=O)N(C)C[C@@H]1OCCCC[C@H](C)Oc2ccc(NC(=O)Nc3ccccc3)cc2C(=O)N([C@@H](C)CO)C[C@@H]1C | -3.2
COc1ccc(NC(=O)N[C@H]2CC[C@H](CCn3cc(-c4ccccn4)nn3)O[C@@H]2CO)cc1 | -2.2
CCCNC(=O)Nc1ccc2c(c1)OC[C@H](C)N(Cc1ccccn1)C[C@H](C)[C@H](OC)CN(C)C2=O | -1.2
C[C@@H]1CCCCO[C@H](CN(C)Cc2ccc(C(=O)O)cc2)[C@@H](C)CN([C@@H](C)CO)C(=O)c2cc(NC(=O)Nc3ccccc3)ccc2O1 | 0.2

As a working copy, 2 of the compounds above.
molecule | Mtb BioA inh
CN(C)c1ccc2c(c1)[C@@H]1C[C@@H](CC(=O)NC3CCCCC3)O[C@@H](CO)[C@@H]1O2 | 0.7
C[C@@H]1CN([C@H](C)CO)C(=O)Cc2cc(NC(=O)C3CCCCC3)ccc2O[C@@H]1CN(C)CC1CCCCC1 | -1.2

Five records drawn at random from those above:
molecule | Mtb BioA inh
N#C[C@H]1[C@H](c2ccc(C#Cc3ccccc3F)cc2)[C@@H](CO)N1C(=O)C1CCC1 | 1.0
CN(C)c1ccc2c(c1)[C@@H]1C[C@@H](CC(=O)NC3CCCCC3)O[C@@H](CO)[C@@H]1O2 | 0.7
C[C@H]1CN([C@@H](C)CO)C(=O)c2cc(C#CCc3ccccc3)cnc2O[C@H]1CN(C)C(=O)C1CCC1 | -4.1
CCCNC(=O)Nc1ccc2c(c1)OC[C@H](C)N(Cc1ccccn1)C[C@H](C)[C@H](OC)CN(C)C2=O | -1.2
CCCNC(=O)Nc1ccc2c(c1)C(=O)N(C)[C@H]1CC[C@@H](CC(=O)NCC3CCCCC3)O[C@H]1CO2 | 1.9

Remaining list, next part:
molecule | Mtb BioA inh
C[C@@H]1CN([C@@H](C)CO)C(=O)c2cccc(NC(=O)C3CCOCC3)c2O[C@@H]1CN(C)C | -3.6
Cc1noc(C)c1NC(=O)N(C)C[C@@H]1OCCCC[C@H](C)Oc2ccc(NC(=O)Nc3ccc(F)cc3)cc2C(=O)N([C@@H](C)CO)C[C@@H]1C | -1.2
O=C(NCc1ccccc1)[C@H]1N[C@H]2c3ccc(-c4ccccc4)c(=O)n3C[C@H]2[C@@H]1CO | -0.7
CO[C@@H]1CN(C)C(=O)c2ccc(NC(=O)c3nc4ccccc4s3)cc2OC[C@H](C)N(Cc2ccncc2)C[C@H]1C | 0.0
C[C@@H]1CCCCO[C@@H](CN(C)C(=O)C2CCCCC2)[C@@H](C)CN([C@@H](C)CO)C(=O)c2cc(NC(=O)CCC(F)(F)F)ccc2O1 | 1.6
C[C@@H]1CCCCO[C@@H](CN(C)CC2CC2)[C@H](C)CN([C@@H](C)CO)C(=O)c2cc(NS(C)(=O)=O)ccc2O1 | 0.2
CCCN(C)C[C@@H]1Oc2ncc(-c3ccccc3)cc2C(=O)N([C@H](C)CO)C[C@@H]1C | -0.8&0.0
C/C=C/c1ccc2c(c1)O[C@@H](CN(C)C(=O)Nc1ccccc1)[C@H](C)CN([C@@H](C)CO)S2(=O)=O | 11
CCCC(=O)Nc1ccc2c(c1)OC[C@H](C)N(C(=O)CC)C[C@@H](C)[C@@H](OC)CN(C)C2=O | 1.1
COc1ccc(NC(=O)N(C)C[C@H]2OCCCC[C@@H](C)Oc3ccc(NS(=O)(=O)c4ccc(C)cc4)cc3C(=O)N([C@@H](C)CO)C[C@H]2C)cc1 | 0.0
O=C(C[C@@H]1CC[C@H](NC(=O)Nc2ccc(C(F)(F)F)cc2)[C@@H](CO)O1)NCc1cc(F)cc(F)c1 | -1.5
CC(C)NC(=O)N[C@@H]1CC[C@@H](CCNS(=O)(=O)c2ccc(F)cc2)O[C@@H]1CO | -1.8
COc1ccccc1C(=O)N1C[C@@H]2[C@H](c3ccccc31)[C@H](CO)N2Cc1ccc(F)cc1 | 4.5
C[C@H](CO)N1C[C@H](C)[C@H](CN(C)C(=O)Nc2cccc3ccccc23)Oc2ccc(NC(=O)C3CCCCC3)cc2C1=O | -1.2
C[C@@H]1CN([C@@H](C)CO)C(=O)Cc2cc(NC(=O)Cc3ccccc3)ccc2O[C@H]1CN(C)Cc1ccc(Cl)c(Cl)c1 | -2.4
CC(C)NC(=O)N[C@H]1CC[C@@H](CCNC(=O)C2CCC2)O[C@@H]1CO | -2.6
CNC[C@@H]1OCCCC[C@H](C)Oc2ccc(NS(=O)(=O)c3ccc(F)cc3)cc2C(=O)N([C@H](C)CO)C[C@@H]1C | -1.8
O=C(c1ccc(F)cc1)N1C[C@H]2[C@@H](c3ccccc31)[C@H](CO)N2C(=O)c1ccc(F)cc1 | 35
C[C@@H]1CN([C@@H](C)CO)C(=O)c2cc(NC(=O)C3CCCCC3)ccc2O[C@@H]1CN(C)Cc1ccncc1 | -2.0
CS(=O)(=O)N1CCCCN2[C@H](CO)[C@@H](c3ccc(-c4cccc(C#N)c4)cc3)[C@@H]2C1 | -1.9
CC(C)NC(=O)NCC[C@H]1CC[C@@H](NC(=O)CN(C)C)[C@@H](CO)O1 | 1.7
COc1ccc(S(=O)(=O)N(C)C[C@@H]2Oc3ncc(-c4cccc(F)c4)cc3C(=O)N([C@H](C)CO)C[C@@H]2C)cc1 | 1.2
O=C(C[C@@H]1CC[C@@H](NC(=O)C2CCC2)[C@@H](CO)O1)Nc1nccs1 | -2.8
COc1ccc(S(=O)(=O)Nc2cccc3c2O[C@H](CN(C)C(=O)Nc2ccc4c(c2)OCO4)[C@@H](C)CN([C@@H](C)CO)C3=O)cc1 | -1.3
Cc1noc(C)c1NC(=O)N(C)C[C@@H]1Oc2ccc(NC(=O)C3CC3)cc2CC(=O)N([C@@H](C)CO)C[C@H]1C | -2.4
CN1C(=O)c2cc(NS(C)(=O)=O)ccc2OC[C@H]2O[C@@H](CC(=O)O)CC[C@H]21 | -0.3
Cc1noc(C)c1NC(=O)Nc1ccc2c(c1)C(=O)N([C@@H](C)CO)C[C@H](C)[C@@H](CN(C)Cc1ccc(C(F)(F)F)cc1)OCCCC[C@H](C)O2 | 2.8
O=C(C[C@@H]1C[C@H]2c3cc(NC(=O)Nc4ccccc4)ccc3O[C@H]2[C@H](CO)O1)NCCN1CCCCC1 | 0.4
C=CCN1Cc2ccccc2[C@@H]2OC(c3ccc(OCCCO)cc3)=N[C@]2(Cc2ccccc2)C1=O | 0.9
C[C@H](CO)N1C[C@H](C)[C@@H](CN(C)C(=O)NC2CCCCC2)Oc2ccc(NC(=O)Cc3cn(C)c4ccccc34)cc2CC1=O | 5.7
CCC(=O)N1[C@@H]2Cn3c(ccc(C4=CCCC4)c3=O)[C@H]1[C@@H](C(=O)NCC1CCCCC1)[C@@H]2CO | -1.3

Source: PubChem BioAssay (Broad Institute)
